Bioassay records as filed in PubChem.
KAT2A inh – inhibitors of human GCN5L2 histone acetyltransferase | Q92830 | GCN5L2 HAT assay, ThioGlo1 CoA-SH fluorescence | AID 504327 | actives 0.21% (n = 390,000) | Potency, µM (titrated, usually from 58.9 µM), inactives show at the top dose activity change, negative = inhibition, hits mostly inhibitors
Target sequence (Q92830 whole entry, looked up): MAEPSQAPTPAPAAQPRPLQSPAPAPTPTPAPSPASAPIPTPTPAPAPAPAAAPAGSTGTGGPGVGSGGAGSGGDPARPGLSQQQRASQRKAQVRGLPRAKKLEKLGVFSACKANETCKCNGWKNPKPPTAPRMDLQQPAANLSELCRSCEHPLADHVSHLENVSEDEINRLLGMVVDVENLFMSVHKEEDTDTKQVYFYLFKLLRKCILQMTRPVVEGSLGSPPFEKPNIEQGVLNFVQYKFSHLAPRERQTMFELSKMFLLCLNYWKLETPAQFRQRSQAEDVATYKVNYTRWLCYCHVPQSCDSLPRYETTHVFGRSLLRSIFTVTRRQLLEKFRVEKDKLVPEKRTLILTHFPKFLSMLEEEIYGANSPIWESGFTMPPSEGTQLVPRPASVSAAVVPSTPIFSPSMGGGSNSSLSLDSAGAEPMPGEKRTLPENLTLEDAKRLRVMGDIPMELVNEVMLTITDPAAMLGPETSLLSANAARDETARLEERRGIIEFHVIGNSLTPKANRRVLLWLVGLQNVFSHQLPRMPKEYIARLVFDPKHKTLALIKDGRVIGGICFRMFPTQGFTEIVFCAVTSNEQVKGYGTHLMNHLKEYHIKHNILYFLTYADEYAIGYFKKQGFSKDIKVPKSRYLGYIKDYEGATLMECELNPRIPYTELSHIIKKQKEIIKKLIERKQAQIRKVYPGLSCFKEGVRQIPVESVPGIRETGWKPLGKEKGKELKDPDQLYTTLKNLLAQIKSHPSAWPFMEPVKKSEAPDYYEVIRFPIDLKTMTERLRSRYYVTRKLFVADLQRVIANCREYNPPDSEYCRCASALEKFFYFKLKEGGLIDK
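GCN5L2 (20nM final) in 50mM HEPES, 0.1mM EDTA pH 7.5, 0.01% Tween-20 was preincubated 15 min at room temperature with compound, then given ThioGlo1 (50uM), H3(1-25) peptide (75uM) and acetyl-CoA (70uM); CoA-thiol fluorescence (Ex340/Em540) was read at 0 and 20 min.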
DT40 TDP1 CPT – growth inhibition of DT40 Tdp1-/-;hTDP1 cells with camptothecin (screen for TDP1 inhibitors) | chicken DT40 Tdp1-/-;hTDP1 cells + 20 nM CPT, ATP luminescence, 48 h | Potency, µM (top dose mostly 46.2 µM), inactives show at the top dose activity change, negative = growth inhibition, most hits filed as inhibitors | actives 12% (n = 420,000); also: nearly all actives have a fitted effect of over 55% in size
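Chicken DT40 Tdp1-/- cells stably complemented with human TDP1 were seeded at 400 cells/well in medium containing 20 nM camptothecin, exposed to pin-transferred compounds, and grown at 37 °C for at least 48 hr. Viability was read as ATP luminescence.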
DT40 TDP1 no CPT – qHTS for Inhibitors of human tyrosyl-DNA phosphodiesterase 1 (TDP1): qHTS in cells in absence of CPT | DT40 Tdp1-/- hTDP1 cells, no CPT, ATP luminescence, 48 h | Potency, µM (top dose mostly 46.2 µM), for the others: top-dose activity change, negative = growth inhibition, most hits filed as inhibitors | actives 15% (n = 420,000); also: nearly all actives have a fitted effect of over 55% in size
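Chicken DT40 Tdp1-/- cells stably complemented with human TDP1 were seeded at 400 cells/well with DMSO in place of 20 nM camptothecin. After compound pinning, cells grew at least 48 hr at 37 °C; viability read by CellTiter-Glo luminescence.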
Numbers without * were called inactive; ? = inconclusive; nt = no result given; [ ] = dose if it differs, or a comment. Calls follow the shape of the dose curve; as a rule, active = well fitted curve in the direction sought with a large enough effect; inconclusive = small, poorly fitted or top-dose-only effect, or another doubt; inactive = no such curve, though single readings can be large; an effect the other way counts as inactive or inconclusive. % is scaled to controls: 0 for no effect and ±100 for the full control effect; potency is read from the fitted curve at half-maximal effect.

SMILES,KAT2A inh,DT40 TDP1 no CPT,DT40 TDP1 CPT
O=C(Nc1ccc2c(c1)OCCO2)c1ccc(Cl)cc1,0%,21µM*,?
O=C(CCC1CCCC1)NCCCN1CCOCC1,2%,0%,3%
COc1ccc2nc(SCC(=O)Nc3ccc4c(c3)CCC4)[nH]c2c1,-3%,?,-13%
CN(C)c1ccc(/C=C2\SC(=S)N(Nc3ncc(C(F)(F)F)cc3Cl)C2=O)cc1,37%[activator],8.2µM*,8.2µM*
CC(C)N(C(=O)CN1C(=O)C(=O)c2ccccc21)c1ccccc1,-3%,-22%,-23%
CC1CCN(C(=O)c2ccc(-c3ccccc3Cl)o2)CC1,-8%,?,-2%
Cc1noc(C)c1Cc1c(Cl)cccc1Cl,-20%,-25%,-10%
CN(C(=O)COC(=O)C1CCN(S(=O)(=O)c2cccs2)CC1)C1CCS(=O)(=O)C1 (stereo not given),-15%,-7%,-3%
O=C(Cc1csc(Nc2nc(=S)[nH]c3ccccc23)n1)NCCCN1CCN(c2cccc(Cl)c2)CC1,1%,9.2µM*,16µM*
Cc1cc(C)cc(OCC(=O)OC(C)C(=O)Nc2c(C)n(C)n(-c3ccccc3)c2=O)c1 (stereo not given),-3%,-3%,-2%
Cc1nc(C)c(-c2nnc(-c3ccc(C(C)(C)C)cc3)o2)cc1C(=O)NN,-6%,23µM*,?
Cc1ccc(-n2cc(CN(C)CCc3cn[nH]c3)c(-c3cccc(C)c3)n2)cc1,-4%,-7%,-6%
CN(C(=S)NC(=O)c1ccc(Cl)cc1)C1CCCCC1,-30%,?,?
O=C(Nn1c(-c2ccc(Cl)cc2)nc2ccccc2c1=O)c1cccnc1Cl,-1%,2%,5%
O=C1Cc2cc(O)ccc2O1,nt,-12%,-6%
O=C(NCc1ccc(F)cc1)c1cc2c(s1)CS(=O)(=O)C2,-5%,4%,-8%
Cc1ccc(NS(=O)(=O)c2ccc3c(c2)NC(=O)CCS3)c(Cl)c1,-5%,-13%,?
COc1cc(CNC(=O)Nc2nnc([C@H]3C[C@H](O)[C@@H](CO)O3)s2)cc(OC)c1OC,nt,-1%,-16%
Cc1cc(NC(=O)CCc2nc3cccnc3n2Cc2cccs2)ccc1Br,-3%,21µM*,16µM*
O=C(O)CN1C(=O)NC2NC(=O)NC21 (stereo not given),-1%[0.501 µM],-1%,-11%
C=CCN(CC=C)S(=O)(=O)c1ccc(C(=O)Nc2nc3c(s2)CCc2ccccc2-3)cc1,-8%,10µM*,16µM*
Cc1sc2ncn(-n3c(C)ccc3C)c(=O)c2c1C,-1%,?,?
COc1ccc(CNCc2c(C(=O)O)n(Cc3ccc(F)cc3)c3cc(C)ccc23)cc1OC,-1%,23µM*,21µM*
O=C(NCCc1nc2ccccc2n1CCCOc1ccc(Cl)cc1)C1CCCCC1,-18%,?,?
CCN(Cc1ccncc1)C(=O)CCc1ccccc1,-15%,-11%,-6%
Cc1cccc(OC2CCN(Cc3nc(CC4CC4)no3)CC2)c1,-4%,-16%,?
COc1cccc(CN2CCNC(=O)C2CC(=O)N(C)Cc2cnccn2)c1OC (stereo not given),-2%,-16%,-5%
CN(C)c1cc(-c2ccccc2)nc(-c2ccccc2)n1,-7%,11%,-3%
C=Cn1cc(CNC[C@H]2O[C@@H](n3cc(C)c(=O)[nH]c3=O)C[C@@H]2O)c(C)n1,nt,1%,8%
CCCCNC(=O)c1cn(-c2ccc(OCC)cc2)c(=O)c2cc(OC)c(OC)cc12,-4%,?,?
COC(=O)CN(c1ccc2c(c1)OCO2)S(C)(=O)=O,1%,2%,5%
COc1ccc(C2=NO[C@@](CC(=O)O)(C(=O)Nc3ccc4c(c3)OCCO4)C2)cc1,-25%,32%[activator],4%
O=C1NC(=O)C2(CCc3ccccc32)N1 (stereo not given),-30%,8%,3%
O=C(O)c1ccc(Nc2nc(-c3cccnc3)cs2)cc1,9%,-5%,13%
CCc1ccc(NC(=O)CN(C)S(=O)(=O)c2ccc3c(c2)c(=O)n(C)c(=O)n3C)cc1,-1%,?,?
Cc1ccc(S(=O)(=O)/C(C#N)=C/c2c[nH]c3ccccc23)cc1,-18%,?,-27%
COc1ccc(-c2onc(C)c2C)cc1S(=O)(=O)N1CCC(C)CC1,-1%,?,?
O=C(CSc1nnc(-c2cccs2)n1-c1ccccc1)N1CCOCC1,3%,-17%,-4%
CS(=O)(=O)N(CCc1ccccc1)CC(=O)NCc1ccc2c(c1)OCO2,nt,?,-12%
O=C(Nc1cc(Oc2ccc(Cl)cc2)cc([N+](=O)[O-])c1)c1ccco1,-5%,16µM*,?
Cc1noc(C)c1NC(=O)N(C)C[C@H]1Oc2c(NC(=O)NC(C)C)cccc2C(=O)N([C@H](C)CO)C[C@@H]1C,1%,-6%,-1%
Nn1c(SCC(=O)Nc2ccc(N3CCOCC3)cc2)nnc1-c1cccc(F)c1,2%,3%,-5%
CCCCNc1c(-c2cc3ccccc3o2)nc2nc(C)cc(C)n12,nt,23µM*,?
CCC1CCCCN1C(=O)CSc1nc2c(c(=O)n(C)c(=O)n2C)n1C (stereo not given),15%,-29%,-19%
COc1ccc(OCC(=O)N2CCCC(CO)(CCOc3ccccc3)C2)cc1 (stereo not given),-19%,-2%,-12%
CCOC(=O)c1cc2c(C(F)(F)F)cc(-c3ccccc3)nc2o1,-2%,2%,-8%
COc1ccccc1N1CCN(C(=O)C(=O)N/N=C/c2ccccc2F)CC1,3%,2%,-8%
C=CCNC(=S)Nc1ccc(F)cc1F,-3%,?,-20%
O=C(COc1cccc(Cl)c1)NCc1ccccc1,-2%,-10%,6%
CCS(=O)(=O)N1CCN(C(=O)c2cccc3ccccc23)CC1,-17%,7%,-5%
CC(C)Cn1c(-c2ccc(C#N)cc2)nc2c1c(=O)[nH]c(=O)n2CC(C)C,-4%,?,?
O=C(Nc1ccc(N2CCOCC2)cc1)C1=NN(c2ccccc2)C(=O)CC1,-6%,-9%,-18%
COc1ccc(NC(=O)c2cc(F)cc(F)c2)cc1Cl,-29%,-15%,-18%
COc1ccc(C2(c3ccc(OC)cc3)NC(=O)N(CC(=O)Nc3ccc(C(N)=O)cc3)C2=O)cc1,-6%,?,-1%
CCOc1ccc(-c2cc(C(=O)NCCOC)[nH]n2)c(C)c1,nt,-15%,-18%
O=C1CCCc2ccccc2N1Cc1ccc(F)cc1,-7%,?,12µM*

Continuation:
SMILES,KAT2A inh,DT40 TDP1 no CPT,DT40 TDP1 CPT
O=C(COC(=O)CC1CC2CCC1C2)Nc1ccccc1[N+](=O)[O-] (stereo not given),-7%,-19%,12%
O=c1c(-c2cc(F)cc(F)c2)nc2cnc(Oc3ccccc3)nc2n1C[C@H]1CCCO1,-28%,-4%,?
CC(C)[C@@H](NC(=O)OC(C)(C)C)C(=O)NCC1CCC(C(=O)N[C@@H](Cc2ccccc2)C(=O)O)CC1 (stereo not given in full),-19%,-10%,6%
COc1cc(C)c(C)cc1S(=O)(=O)N1CCN(Cc2ccc3c(c2)OCO3)CC1,-2%,?,-22%
CC1CCCC(NC(=O)COC(=O)c2ccccc2C(=O)N(C)C2CCCCC2)C1C (stereo not given),nt,15µM*,23µM*
Cc1cc(C)c2sc(N(CCN(C)C)C(=O)c3cc(Cl)sc3Cl)nc2c1,-3%,?,?
CC(C)c1ccc(Nc2nc(NCc3ccco3)nc(N3CCOCC3)n2)cc1,-20%,?,?
CCCCNC(=O)c1ccc(NC(C)=O)c(Cl)c1,-9%,-8%,-1%
CC(C)c1nn2c(=O)cc(COC(=O)c3ccccc3NC(=O)C3CCCCC3)nc2s1,2%,?,?
c1ccc(Cn2nnc3c(N4CCCCCC4)ncnc32)cc1,-8%,16µM*,?
CC1(OC(=O)CCc2ccccc2)C(=O)C=C2C=C(c3ccc(C#N)cc3)N(CCN3CCOCC3)C=C2C1=O (stereo not given),-14%,-2%,-4%
CN(C)c1ccc(Sc2ccc3nc(N)nc(N)c3c2)cc1,nt,0.65µM*,1.8µM*
CCOC(=O)C(C)n1cnc2scc(-c3ccc(C)c(C)c3)c2c1=O (stereo not given),-4%,3%,0%
COc1ccc2nc(NC(=O)CN3CCN(C)CC3)sc2c1,-7%,-15%,-1%
CC(C)Oc1ccc2c(=O)c3cc(C(=O)O)ccc3oc2c1,-3%[0.501 µM],-4%,16%
Cc1ccc2c(CNC3CCCC3)c(C(=O)O)n(Cc3ccc(F)cc3)c2c1,-1%,-18%,-7%
O=C(/C=C/c1ccc2c(c1)OCO2)NCCSCc1c(Cl)cccc1Cl,-12%,1%,-22%
CC1(C(=O)NCc2ccccc2)CCC(=O)N1CCCn1ccnc1 (stereo not given),nt,-5%,1%
Cc1cc2c(cc1C)N[C@]1(C[C@H]3CCCC(=O)N4CC[C@@H](C1)[C@@H]34)C(=NC(C)(C)CC(C)(C)C)N2,nt,11µM*,18µM*
CCN(c1ccc2c(c1)OCO2)S(=O)(=O)c1cc(Br)cc2c1N(C(C)=O)CC2,-6%,?,?
N#Cc1cccc(Oc2ccc(S(=O)(=O)N3CCCC3)cn2)c1,-3%,-18%,10%
Cc1cccc(C#CC2=CC(=O)CC(C)(C)C2)c1,nt,10µM*,16µM*
NCCCCc1ccc2ccc3cccc4ccc1c2c34,-8%,?,16µM*
CCN1CCN(c2c(Cl)cccc2NC(=O)c2ccc(Br)o2)CC1,-7%,16µM*,?

Fetched one by one from the entries so far (seven):
SMILES,KAT2A inh,DT40 TDP1 no CPT,DT40 TDP1 CPT
C=CCN(CC=C)S(=O)(=O)c1ccc(C(=O)Nc2nc3c(s2)CCc2ccccc2-3)cc1,-8%,10µM*,16µM*
Nn1c(SCC(=O)Nc2ccc(N3CCOCC3)cc2)nnc1-c1cccc(F)c1,2%,3%,-5%
CN(C)c1cc(-c2ccccc2)nc(-c2ccccc2)n1,-7%,11%,-3%
Cc1noc(C)c1NC(=O)N(C)C[C@H]1Oc2c(NC(=O)NC(C)C)cccc2C(=O)N([C@H](C)CO)C[C@@H]1C,1%,-6%,-1%
O=C(CSc1nnc(-c2cccs2)n1-c1ccccc1)N1CCOCC1,3%,-17%,-4%
COc1cc(C)c(C)cc1S(=O)(=O)N1CCN(Cc2ccc3c(c2)OCO3)CC1,-2%,?,-22%
CCOC(=O)C(C)n1cnc2scc(-c3ccc(C)c(C)c3)c2c1=O (stereo not given),-4%,3%,0%

(further entries)
SMILES,KAT2A inh,DT40 TDP1 no CPT,DT40 TDP1 CPT
CCOCCCn1c(=N)c(C(=O)NCc2ccc3c(c2)OCO3)cc2c(=O)n3cccc(C)c3nc21,-9%,?,?
Cc1ccc(N(CC(=O)Nc2ccc(OC(F)(F)F)cc2)S(=O)(=O)c2c(C)noc2C)cc1,-2%,18µM*,21µM*
Cc1nc([N+](=O)[O-])cn1CC(=O)c1ccc2c(c1)OCCCO2,nt,?,-30%
Cc1c(Cl)cnc(NC(=O)COC(=O)C2CC3CCCC(C2)C3=O)c1Cl (stereo not given),-10%,0%,0%
COC(=O)c1c(-c2ccc(OC)cc2)oc2ccc(-c3cc(OC)c(OC)c(OC)c3)cc12,nt,?,?
Cc1ccsc1/C=N/Nc1nc(Cl)c(Cl)cc1Cl,-15%,-11%,?
O=c1[nH]c2ccccc2nc1-c1cccs1,-16%,-24%,1%
COc1ccccc1N1CCN(C(c2ccccc2Cl)c2nnnn2C(C)(C)C)CC1 (stereo not given),nt,?,?

2 of these compounds in another layout:
Every second line gives: KAT2A inh | DT40 TDP1 no CPT | DT40 TDP1 CPT
- CCOCCCn1c(=N)c(C(=O)NCc2ccc3c(c2)OCO3)cc2c(=O)n3cccc(C)c3nc21
  -9% | ? | ?
- Cc1ccc(N(CC(=O)Nc2ccc(OC(F)(F)F)cc2)S(=O)(=O)c2c(C)noc2C)cc1
  -2% | 18µM* | 21µM*
